High-throughput results: PubChem, several laboratories
FAS-TE inh: inhibitors of human fatty acid synthase thioesterase domain. recombinant FAS-TE, OMFH fluorogenic substrate, fluorescence endpoint. 360,000 compounds, 0.67% hits. P49327. inhibition, % at 15 µM. AID 602261;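 active = compounds whose normalised, plate-corrected inhibition of enzyme fluorescence in the single-dose primary screen is 50% or more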;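 also: 0% = DMSO with enzyme and 100% = substrate without enzyme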
CSN deneddyl inh: CSN deneddylation inhibition. Q92905. Purified CSN, SCF-Nedd8-OG deneddylation, fluorescence polarization. inhibition, % at 12.5 µM. 360,000 compounds, 0.38% hits;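 active = pattern-corrected inhibition above about 35%, with an unprinted fluorescence ratio check between 0.5 and 1.5, limit read from the data, passing the limit was not always enough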;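 also: 0% = enzyme with substrate and 100% = substrate without enzyme; some results filed as inactive read as strong as hits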
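Material: purified human Csn5 enzyme expressed in HEK293T cells / Medium: Tris buffer pH 7.5, NaCl, DTT, Tween-20, trehalose, ovalbumin / Compound dosing: 12.5 µM single point / Schedule: 90 min incubation of compound, enzyme and substrate at room temperature / Signal: fluorescence polarization of the substrate / Control set: no-enzyme wells high, enzyme-with-substrate wells low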
bovine MsrA act: activates bovine MsrA enzyme. purified bovine MsrA, absorbance read-out. activation, % at 10.6 µM. 360,000 compounds, 0.3% hits. AID 602163; in the data active = activation above about 7.5%;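 also: 0% = vehicle and 100% = reference activator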
MLLE-PAM2 inh: inhibitors of microRNA-mediated deadenylation, human PABP1 MLLE binding; inhibition, % at 20 µM; 360,000 compounds, 0.36% hits; GST-MLLE / FITC-PAM2 fluorescence polarization; in the data active = inhibition above about 35%, passing the limit was not always enough;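 also: plate controls were DMSO wells with GST-MLLE for no effect and wells lacking GST-MLLE protein for full effect; some results filed as inactive read as strong as hits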
MsrA inh: bovine MsrA inhibition. 360,000 compounds, 0.75% hits. purified bovine MsrA, absorbance read-out. AID 651718. inhibition, % at 15.5 µM; in the data active = inhibition above about 4.5%;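 also: 0% = vehicle wells with enzyme and 100% = reference inhibitor wells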
E coli Lon inh: inhibits E. coli Lon protease. 360,000 compounds, 0.42% hits. purified E. coli Lon protease, fluorescence polarization. AID 602123. inhibition, % at 7.94 µM; in the data active = inhibition above about 13%, passing the limit was not always enough;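 also: 0% = enzyme with probe and DMSO and 100% = no enzyme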
Neddyl block: cullin neddylation inhibition | TR-FRET cullin neddylation, biochemical | calls only at 25 µM | 360,000 compounds, 0.58% hits | AID 651699; in the data active = inhibition above about 36%
Rin1 Abl inh: inhibitors of human Rin1-Abl protein interaction | inhibition, % at 7.35 µM | TR-FRET Rin1/Abl binding, biochemical | AID 588664 | 360,000 compounds, 0.4% hits | P00519+Q13671; in the data active = inhibition above about 5%, passing the limit was not always enough
TbMetRS inhib: blocks T. brucei methionyl-tRNA synthetase activity. inhibition, % at 11.9 µM. AID 624268. 360,000 compounds, 0.4% hits. purified T. brucei MetRS, ATP depletion, Kinase-Glo luminescence;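 active = inhibition above a per-plate cutoff of the control wells' mean inhibition plus 3 SD, cut at about 5.5% in these data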;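 also: 0% = DMSO wells median and 100% = median of wells with control inhibitor compound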
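Test system – parasite MetRS enzyme · Reagent – substrates ATP, L-methionine and bulk Escherichia coli tRNA · Doses – 11.9 µM compound single dose, 0.9% DMSO · Times – 15 min enzyme-compound preincubation, 2 h reaction, 10 min detection, 25 °C · Signal – Kinase-Glo luminescence, ATP depletion format · Controls – DMSO-only wells as low control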
* hit, by the source's call; i = inactive; . = not tested or not shown; + = active, no number.

SMILES | FAS-TE inh | CSN deneddyl inh | bovine MsrA act | MLLE-PAM2 inh | MsrA inh | E coli Lon inh | Neddyl block | Rin1 Abl inh | TbMetRS inhib
O=C(NN1CC(C(=O)OCc2ccc(Br)cc2)CC1=O)c1ccccc1 (stereo not drawn) | 0 | 6 | -1 | -3 | -0.2 | -15 | i | 0 | 0.1
CCOc1ccc2c(=O)c(Oc3ccccc3OCC)coc2c1 | 0 | 0 | -12 | 5 | 1.0 | 8 | i | 1 | -1.1
COc1ccc(-n2c(C)cc(/C=C3\C(=N)N4N=C(CC(=O)N5CCOCC5)SC4=NC3=O)c2C)c(OC)c1 | -4 | 4 | -4 | -50 | 2.3 | -27 | i | -7 | 0.3
CCOC(=O)N1CCC(NC(=O)c2cc3c(C)nc4ccccc4c3o2)CC1 | -4 | 2 | -2 | -6 | 0.5 | 2 | i | 0 | -0.1
CCOc1ccc(CN2CCN(Cc3cc4ccccc4[nH]3)CC2CCO)cc1 (stereo not drawn) | -3 | 6 | -4 | -20 | 0.6 | -23 | i | 3 | 14*
N#Cc1ccc(-c2nc3cc(Cl)ccc3c(=O)n2O)cc1 | 0 | -3 | -8 | 4 | 1.4 | 6 | i | 2 | -0.9
S=c1[nH]nc(Cc2ccccc2)n1-c1ccccc1 | -10 | -5 | 3 | -12 | 0.2 | -5 | i | -5 | -0.7
O=C(Nc1ccccc1N1CCOCC1)c1cc2c(s1)CCCCC2 | 17 | 2 | -12 | -7 | 0.2 | -2 | i | 3 | -1.4
CC(OC(=O)c1ccco1)C(=O)NC1CCCC1 (stereo not drawn) | -5 | 4 | -4 | 1 | -1.5 | 7 | i | 0 | -0.2
O=C(N/N=C/c1cccs1)c1ccc2ncccc2c1 | 0 | -6 | -4 | -3 | 3.5 | 0 | i | -3 | 0.3
Cn1ncc([N+](=O)[O-])c1C(=O)Nc1ccccc1C#N | -4 | -4 | -2 | 3 | 0.7 | -9 | i | 0 | 0.1
CCCCc1nc(SCC(=O)Nc2nnc(CCCC)s2)n[nH]1 | -4 | -2 | -1 | -4 | -0.2 | -3 | i | 1 | 0.1
O=C(CCSCc1ccc(Cl)cc1)NCc1cccs1 | -3 | 2 | -7 | 10 | -0.2 | 3 | i | 5 | -1.2
O=C(NC1CCCCC1)C(c1ccccn1)N(C(=O)c1csnn1)C1CC1 (stereo not drawn) | -4 | -3 | -3 | -1 | -1.6 | -4 | i | 0 | -0.5
CCOC(=O)C1(C)CCN1C(=O)c1ccccc1Br (stereo not drawn) | 0 | 4 | -3 | -4 | 0.2 | -4 | i | -3 | 0.4
N/C(=N\OC(=O)C12CC3CC(CC(C3)C1)C2)c1ccncc1 | 0 | 0 | -9 | -9 | -0.5 | 2 | i | 1 | -0.8
CCOc1ccccc1N1CC(C(=O)Nc2ccc(S(=O)(=O)N3CCCCC3)cc2)CC1=O (stereo not drawn) | -4 | -2 | -2 | -30 | -0.7 | -5 | i | 1 | -0.3
CCN(CC)CCCNc1ccc2ncn3c4ccc(O)cc4c(=O)c1c23 | -126 | -73 | 4 | i | -0.3 | + | i | -101 | 0.2
COc1cc2c(cc1OC)C(NC(=O)C(F)(F)F)C/C2=N\O (stereo not drawn) | 4 | -1 | -1 | 4 | -0.8 | 12 | i | 2 | -0.5
CCO[C@@H]1c2c(ccc3ccc(=O)oc23)OC(C)(C)[C@H]1O | 1 | 4 | -6 | 4 | 1.0 | -3 | . | 1 | -0.2
CCc1noc(C)c1C(=O)N(C)CC(=O)Nc1ccc(Cl)c(Cl)c1 | 8 | 0 | -2 | -16 | -0.3 | -13 | i | -4 | -0.1
CC1Nc2nc(N(C)C)[nH]c(=O)c2NC1C (stereo not drawn) | -9 | 1 | -4 | 18 | -0.7 | 15 | . | 0 | -0.2
COc1ccccc1NC(=O)/C(N=Nc1ccc(C)c(S(=O)(=O)Nc2ccccc2Cl)c1)=C(\C)O | 49 | -6 | -1 | 16 | -0.2 | -13 | i | 3 | -0.1
Cn1c(SCC(=O)c2ccc3c(c2)Cc2ccccc2-3)nnc1-c1cccc(N)c1 | -2 | -12 | -5 | -57 | 0.5 | -4 | i | -1 | -0.6
N#Cc1ccc(-c2cccnc2)nc1SCC(N)=O | 4 | 1 | -2 | 13 | 0.9 | -2 | i | -3 | -0.6
SMILES | FAS-TE inh | CSN deneddyl inh | bovine MsrA act | MLLE-PAM2 inh | MsrA inh | E coli Lon inh | Neddyl block | Rin1 Abl inh | TbMetRS inhib
Cn1nnnc1SCC(=O)N1CCN(S(=O)(=O)c2ccc(Cl)cc2)CC1 | 0 | 1 | -1 | -5 | -0.5 | 0 | i | 3 | 0.5
CC(C)c1ccc(NC(=O)c2cc(S(=O)(=O)N3CCCC3)c[nH]2)cc1 | 4 | -9 | 2 | -5 | 3.0 | 4 | i | 3 | -0.2
O=C(NCC1CCCN(Cc2ccc3c(c2)OCCO3)C1)c1ccc2c(c1)OCO2 (stereo not drawn) | -2 | -4 | -12 | 5 | -1.4 | -2 | i | 0 | -1.2
O=C(O)c1ccccn1 | 2 | -1 | -4 | 3 | 1.0 | -9 | i | -1 | -0.8
COC(=O)CNC(=O)CSc1nc2sccc2c(=O)n1-c1ccccc1 | -3 | 5 | -2 | -32 | -0.1 | -6 | i | 0 | 0.2
Cc1cc(=O)oc2cc(NC(=O)Cc3ccccc3[N+](=O)[O-])ccc12 | -5 | 4 | -1 | -11 | 0.1 | -5 | . | -3 | 0.0
Cc1cc(C)cc(NC(=O)c2cc(C)nn2C)c1 | -8 | 3 | -2 | 6 | 0.6 | 7 | i | 0 | -0.5
COc1cccc(/C=N/Nc2ncc(C)c(=O)[nH]2)c1OC | -4 | 2 | -3 | 5 | 0.1 | 0 | + | -4 | 1.3
O=C(CSc1nc(Cc2ccccc2)nc2ccccc12)Nc1nc2c(s1)CCCC2 | 20 | -2 | -5 | 19 | 0.3 | -2 | i | -3 | -0.5
COC(=O)C1=C(C)NC(C)=C(C(=O)OC)C1C(=O)OCC(=O)NC1CCCCC1C (stereo not drawn) | -1 | 0 | -3 | -18 | 0.7 | -8 | i | -4 | -0.3
CCN(CC)CCNC(=O)c1cc(Nc2ccc(OC)c(OC)c2)nc2ccccc12 | -2 | 2 | -4 | 8 | 2.5 | -7 | i | 4 | -0.7
CC(=O)Nc1ccc(NC(=O)Cn2c(=O)n(-c3ccc(C)cc3)c(=O)c3oc4ccccc4c32)cc1 | -3 | 5 | -8 | -7 | -0.7 | 7 | i | 0 | -0.3
CC(C)N(Cc1nc(-c2ccccc2)no1)C(=O)c1ccc([N+](=O)[O-])cc1 | 27 | -3 | -1 | 7 | -0.2 | 5 | i | 1 | 0.1
Cc1ccc(C(=O)N2CCN(c3ccccn3)CC2)cc1Cl | -1 | 2 | -2 | 14 | 0.8 | -8 | i | -1 | 0.0
Cc1ccc(C)n1NC(=O)c1ccc(O)cc1 | -7 | 12 | -2 | -29 | 0.0 | 2 | i | -4 | 0.0
CN(C(=O)c1coc(=O)c2ccccc12)c1ccc(F)cc1 | -10 | 0 | -3 | -1 | -0.6 | -7 | i | 2 | -0.2
CCOc1ccc(N(CC(=O)Nc2ccc(Cl)cc2)S(C)(=O)=O)cc1 | 1 | -5 | 0 | 11 | -1.1 | -7 | i | 1 | 0.1
COc1cc(NC(=O)COC(=O)c2nc3nc(C)cc(C)n3n2)cc(OC)c1 | -6 | 3 | -10 | -20 | 0.9 | 4 | i | 1 | -1.3
NC(=O)NC(=O)COC(=O)CCCCCNS(=O)(=O)c1ccc2c(c1)OCCO2 | -3 | -3 | -3 | -11 | 1.0 | -8 | i | -3 | 0.0
O=C1CN(C(=S)Nc2ccccc2Cl)CCN1 | 1 | -6 | -10 | 0 | 0.2 | -6 | i | 3 | -0.6
CN(C)C(=O)c1ccc(Cl)cc1[N+](=O)[O-] | -6 | -1 | 1 | 11 | -1.7 | -2 | i | 4 | -0.3
CCc1ccc2cc(C)cc(C)c2n1 | -10 | -3 | 0 | -12 | -0.9 | -5 | i | 3 | 0.2
Cc1nc2ccccc2c(=O)n1/N=C/C=C/c1ccccc1 | 3 | 0 | -2 | -9 | 2.1 | -6 | i | -3 | -0.7
COc1ccc(-c2csc(NC(=O)CCS(=O)(=O)c3ccccc3)n2)c(OC)c1 | 18 | -1 | -5 | 5 | -0.7 | -11 | i | -2 | -0.2
CC1CC(NNC(=O)c2ccccc2)=Nc2ccccc2N1C (stereo not drawn) | -14 | 0 | 3 | -7 | 0.6 | -9 | i | 6 | -0.7
SMILES | FAS-TE inh | CSN deneddyl inh | bovine MsrA act | MLLE-PAM2 inh | MsrA inh | E coli Lon inh | Neddyl block | Rin1 Abl inh | TbMetRS inhib
CN(C)S(=O)(=O)c1ccc(Cl)c(NC(=O)COC(=O)C2CSC3(C)CCC(=O)N23)c1 (stereo not drawn) | -4 | -2 | -5 | -18 | -0.2 | -2 | i | 0 | -0.9
Cn1c(SCCS(=O)(=O)c2ccc(Cl)cc2)nnc1-c1ccccc1 | 6 | 1 | -4 | -80 | 0.9 | -2 | i | 1 | -0.9
CCNc1c(NCC)c(=O)c1=O | -7 | 0 | -8 | -1 | -0.5 | 7 | i | -1 | -1.4
CC1CN(c2nc3ccccc3nc2NS(=O)(=O)c2ccccc2)CC(C)O1 (stereo not drawn) | -8 | -4 | -4 | 16 | 0.4 | -3 | i | -1 | -0.1
NC(=O)C1CCN(C(=O)c2ccccc2SCC(=O)NCC2CCCCC2)CC1 | -5 | 2 | -4 | 3 | 0.8 | 7 | i | 5 | -0.2
Cc1ccn2c(=O)nc(SCC(=O)Nc3cccc4ccccc34)nc2c1 | 0 | 0 | -3 | -19 | 3.3 | -4 | i | 3 | -0.2
Cc1cccc(N2C(=O)NC3(CCCCC3)C2=O)c1 | -5 | 0 | -1 | -10 | -0.3 | -2 | i | -1 | -0.2
COc1cccc(C(=O)N2N=C(c3cccc(OC)c3)CC2(O)C(F)(F)F)c1 (stereo not drawn) | 14 | -2 | -1 | -6 | -0.7 | -5 | i | 4 | -0.1
Cc1ccc(Nc2nc(-c3ccc(S(=O)(=O)N4CCCC4)cc3)cs2)cc1C | 37 | 7 | -4 | -12 | . | 2 | i | 1 | -0.3
O=c1c2c3n(c(=S)nc2[nH]n1-c1ccccc1)CCCCC3 | -5 | 1 | 0 | -32 | 1.2 | -1 | i | -5 | -0.3
Cc1cc(C)c2c(=O)[nH]c(SCC(=O)c3ccc(F)c(C)c3)nc2n1 | 0 | 12 | -5 | -66 | 0.9 | -13 | i | 3 | -0.2
O=C(CN1C(=O)NC2(CCCCC2)C1=O)NCc1cccs1 | -2 | 0 | -8 | -3 | 1.4 | -21 | i | 0 | -1.3
CC(N)(C(=O)O)c1cccc(OCc2cccc(Cl)c2)c1 (stereo not drawn) | -6 | 3 | -6 | 3 | 0.9 | 7 | i | 0 | -0.3
COc1ccc(CNC(=S)Nc2ccc(Br)cc2)cc1 | 13 | 0 | 0 | -29 | 0.5 | -4 | i | 2 | 0.1

Entries of single compounds, looked up by structure.
Record of COc1cccc(C(=O)N2N=C(c3cccc(OC)c3)CC2(O)C(F)(F)F)c1 (stereo not drawn) : FAS-TE inh: 14; CSN deneddyl inh: -2; bovine MsrA act: -1; MLLE-PAM2 inh: -6; MsrA inh: -0.7; E coli Lon inh: -5; Neddyl block: i; Rin1 Abl inh: 4; TbMetRS inhib: -0.1
Record of Cc1ccc(Nc2nc(-c3ccc(S(=O)(=O)N4CCCC4)cc3)cs2)cc1C : FAS-TE inh: 37; CSN deneddyl inh: 7; bovine MsrA act: -4; MLLE-PAM2 inh: -12; MsrA inh: .; E coli Lon inh: 2; Neddyl block: i; Rin1 Abl inh: 1; TbMetRS inhib: -0.3
